Keap1 Nrf2 FP: disrupts human Keap1 binding to Nrf2 peptide | Keap1 Kelch-Nrf2 peptide fluorescence polarization, 1536-well | 340,000 tested, 0.15% active | Q14145 | inhibition, % at 9.4 µM; in the data active means inhibition above about 12%;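 further: human Keap1 Kelch domain with fluorescein labeled Nrf2 9mer peptide probe; 0% = neutral control wells and 100% = peptide positive control; higher means more block of Keap1 binding to Nrf2 peptide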
Pemphigus Ab inh: blocks pemphigus antibody binding to human desmoglein-3 | P32926 | DSG3-coupled beads, scFv-anti-DSG3-GFP binding, flow cytometry; stronger effect = lower value | binding (percent of control), % at 10 µM | 310,000 tested, 0.48% active;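 active means binding more than 3 SD below its plate's average and above zero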;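 further: hits lower antibody fragment binding to DSG3; some compounds called inactive have numbers as strong as hits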
Target sequence (P32926 whole entry, looked up, the tested form may be a part): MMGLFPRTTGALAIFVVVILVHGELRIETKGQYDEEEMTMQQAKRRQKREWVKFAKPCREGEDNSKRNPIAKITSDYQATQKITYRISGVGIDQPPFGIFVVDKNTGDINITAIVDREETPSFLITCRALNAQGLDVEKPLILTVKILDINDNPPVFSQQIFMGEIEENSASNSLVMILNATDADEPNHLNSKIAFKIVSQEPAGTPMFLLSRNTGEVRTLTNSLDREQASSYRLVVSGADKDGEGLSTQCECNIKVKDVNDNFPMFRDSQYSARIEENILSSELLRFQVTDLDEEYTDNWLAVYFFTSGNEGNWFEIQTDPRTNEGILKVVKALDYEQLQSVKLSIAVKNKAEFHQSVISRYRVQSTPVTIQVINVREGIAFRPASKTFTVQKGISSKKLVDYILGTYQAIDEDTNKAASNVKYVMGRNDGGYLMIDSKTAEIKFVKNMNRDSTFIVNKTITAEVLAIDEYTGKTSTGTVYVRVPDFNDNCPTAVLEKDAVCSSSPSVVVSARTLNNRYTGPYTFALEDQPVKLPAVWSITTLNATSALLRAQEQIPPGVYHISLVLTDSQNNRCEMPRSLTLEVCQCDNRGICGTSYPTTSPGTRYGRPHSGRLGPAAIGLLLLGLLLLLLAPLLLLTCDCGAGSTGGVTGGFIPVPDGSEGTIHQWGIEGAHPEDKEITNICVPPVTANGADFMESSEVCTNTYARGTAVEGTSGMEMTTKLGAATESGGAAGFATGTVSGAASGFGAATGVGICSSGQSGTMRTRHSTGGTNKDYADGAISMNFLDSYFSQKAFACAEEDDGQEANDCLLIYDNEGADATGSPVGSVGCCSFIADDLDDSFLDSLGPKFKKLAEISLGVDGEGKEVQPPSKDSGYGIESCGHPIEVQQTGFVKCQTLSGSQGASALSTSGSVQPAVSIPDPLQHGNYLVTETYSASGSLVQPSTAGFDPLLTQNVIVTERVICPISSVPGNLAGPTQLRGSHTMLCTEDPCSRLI
CAL PDZ FP-1: inhibitors of human CAL PDZ peptide binding. purified CAL PDZ, TMR-peptide fluorescence polarization, 1 h. Q9HD26. inhibition, % at 20 µM. 330,000 tested, 0.02% active. AID 504414;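 active means highest replicate inhibition of at least 40%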;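 further: plate controls were DMSO neutral control wells for no effect and unlabeled competitor peptide control wells for full effect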
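material = purified tagged CAL PDZ domain construct (CerCALP) | buffer or medium = sodium phosphate/NaCl buffer pH 7.4 with TCEP, IgG, Thesit | reagent = TMR-labelled reporter peptide T*-PRC34 bound in PDZ groove | incubation = 1 h room-temperature incubation prior to read | measured by = fluorescence polarization (mP) | evaluation = percent inhibition from loss of millipolarization | control set = unlabelled peptide and DMSO controls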
C-LANA FP: KSHV C-LANA DNA binding inhibition. MBP-C-LANA/FAM-LBS DNA binding, fluorescence polarization. inhibition, % at 9 µM. 340,000 tested, 0.078% active;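 active means highest replicate inhibition at or above 60% at 9 µM, even if other replicates fall short; inactive means all replicates below 60% inhibition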;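 further: 0% = neutral control wells and 100% = 4 µM acridine orange control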
RTF Ca sens inh: cardiac RTF calcium desensitization. IANBD-labeled cardiac RTF, Ca2+ fluorescence. 340,000 tested, 0.12% active. P19429+P45379. AID 493244. inhibition, % at 7.15 µM;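 active means inhibition above the mean inhibition of all tested compounds plus 3 SD, cut at about 17% in these data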;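 further: assay run at fixed EC70 calcium of 1.6 mM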
Arr AP2 block: inhibitors of human beta-arrestin and AP2 interaction; FITC-arrestin peptide / GST-AP2 beads, flow cytometry; AP2 beta2 appendage carries R879A mutation; inhibition, % at 10 µM; 340,000 tested, 0.31% active; AID 504490;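 active means inhibition above a set limit, near 3 SD of compounds lacking own fluorescence, cut at about 54% in these data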;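 further: plate controls were DMSO wells for no effect and 5 µM unlabelled arrestin peptide for full effect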
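Assay system: GST-AP2 R879A bound to glutathione beads, E. coli-expressed; Medium: PBS with 0.05% Tween 20 and 0.1% BSA; Also added: fluorescein-tagged arrestin peptide at 50 nM final; Timing: 12 min plus 1 h, RT; Measured by: flow cytometry, FL1 (488/535 nm); Evaluation: percent drop in bead-associated FITC signal.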
NSD2 inh: inhibitors of human histone methyltransferase NSD2; NSD2 peptide methylation, AlphaScreen, 120 min; inhibition, % at 12.5 µM; 310,000 tested, 0.54% active; AID 743445; in the data active means inhibition above about 50%
V-ATPase pHluor: yeast V-ATPase proton transport regulation by pHLuorin; response, % at 10 µM; 350,000 tested, 0.37% active; S. cerevisiae, pHLuorin cytosolic pH fluorescence; in the data active means response mostly above about 7.3%, no sharp cut-off; inactive means mostly below about 5.4%; further: actives read high; inactives centre near 0; some compounds called inactive have numbers as strong as hits
DAGLB inhibitor: diacylglycerol lipase beta (human) inhibition; Q8NCG7; HEK293T DAGLB membrane lysate, EnzChek fluorogenic substrate; inhibition, % at 5.17 µM; 340,000 tested, 0.059% active; AID 504411; in the data active means inhibition above about 34%;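 further: 0% = enzyme with vehicle and 100% = wells lacking enzyme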
CAL PDZ FP-2: CAL PDZ (human) peptide binding inhibition. inhibition, % at 24.9 µM. AID 602252. purified CAL PDZ, TMR-peptide fluorescence polarization, 1 h. 300,000 tested, 0.92% active. Q9HD26;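 active means mean inhibition of at least 30% with at least half of replicates also reaching 30%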;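 further: 0% = DMSO neutral control and 100% = excess unlabeled competitor peptide PRC23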
* = called active by the depositor; · = no result given. An excerpt, so the mix of outcomes need not match the whole.

1) CN(C)CCCn1c(=S)[nH]c2sc3c(c2c1=O)CCCC3
2) CS(=O)(=O)N1CCN(c2ccc(NC(=O)c3ccc([N+](=O)[O-])o3)cc2)CC1
3) Cc1cccc(/C=N/Nc2ccc3ccccc3n2)c1
4) CCCC1=C(C(=O)OCC)C(c2cc(Cl)cc(OC)c2OCc2ccccc2)NC(=O)N1 (configuration not stated)
5) Cc1ccc(NC(=O)CSc2nc(C)c(Cc3ccccc3)c(=O)[nH]2)cc1
6) CC(CCC(=O)NN)C1CCC2C3CCC4CC(O)CCC4(C)C3CCC12C (configuration not stated)
7) CCc1cccc(NC(=O)C(NC(=O)C2CCCCC2)C(C)C)c1 (configuration not stated)
8) CCOc1ccc(NC(=O)COC(=O)c2c[nH]c3ccccc23)cc1

Compound	1	2	3	4	5	6	7	8
Keap1 Nrf2 FP	-18.6	-4.1	2.7	-1.1	2.9	0.8	2.0	·
Pemphigus Ab inh	100.5	100.6	101.0	101.5	112.9	95.0	97.4	97.3
CAL PDZ FP-1	-1.4	-0.1	0.9	-3.4	-1.3	-1.2	-2.8	·
C-LANA FP	0.2	2.1	-2.0	0.0	-0.5	0.6	1.0	·
RTF Ca sens inh	5.7	-11.6	4.3	1.4	1.8	-0.9	0.9	·
Arr AP2 block	28.9	10.8	-4.0	3.7	19.8	-3.2	15.1	·
NSD2 inh	·	0.4	-3.1	3.5	-2.0	·	0.2	-1.2
V-ATPase pHluor	-1.1	3.2	-1.8	2.0	1.9	-3.1	1.8	0.9
DAGLB inhibitor	-2.4	4.8	-5.2	3.7	2.2	-0.1	-0.8	-7.7
CAL PDZ FP-2	49.1*	-4.4	5.3	-3.1	3.0	-3.3	2.2	·

9) CCc1cc(=O)oc2cc(C)cc(OC(C)C(=O)NC3CC(C)(C)NC(C)(C)C3)c12 (configuration not stated)
10) CSCCC(NC(=O)c1ccco1)C(=O)N1CCCC(C(F)(F)F)C1 (configuration not stated)
11) CCCCOc1ccc(C(=O)Nc2cccc(C)n2)cc1
12) CC(C)(C)C1CCC(=NOC(=O)c2ccc(F)cc2)CC1 (configuration not stated)
13) CCOc1ccc(/C=C/c2nc(C#N)c(NCCCOC)o2)cc1
14) CC(C)Cn1c(/C=N/Nc2nc3ccccc3[nH]2)nc2ccccc21
15) CS(=O)(=O)Nc1ccc(S(=O)(=O)N2CCCC2)cc1
16) COc1ccc(Cn2nnnc2C(c2cccs2)N2CCN(c3ccccc3)CC2)cc1 (configuration not stated)

Compound	9	10	11	12	13	14	15	16
Keap1 Nrf2 FP	1.5	-3.2	1.6	2.2	-3.1	0.3	4.3	1.7
Pemphigus Ab inh	127.2	101.2	100.4	·	99.8	·	·	104.8
CAL PDZ FP-1	-3.0	-0.2	-3.6	-1.8	-0.3	-1.0	-0.6	0.7
C-LANA FP	0.2	1.7	0.5	1.0	-1.0	1.0	1.8	-0.1
RTF Ca sens inh	2.0	2.4	-4.2	-8.5	1.0	1.5	-1.5	-9.4
Arr AP2 block	-15.9	-3.8	3.6	3.4	-3.1	18.8	13.2	14.6
NSD2 inh	-8.2	-4.1	-1.4	-0.3	-2.9	·	·	34.3
V-ATPase pHluor	-3.3	0.1	-5.4	6.5	-6.0	-0.6	4.1	-9.0
DAGLB inhibitor	-0.7	-0.1	-5.5	-11.8	0.0	3.5	2.1	-3.8
CAL PDZ FP-2	1.4	·	·	-6.1	2.4	-1.3	3.4	-3.0

17) COCC1CCN(C(=O)c2cc(COc3ccc(F)cc3Cl)on2)C1 (configuration not stated)
18) CCOC(=O)/C=c1\s/c(=C\c2ccc(C(=O)OC)cc2)c(=O)n1CC(=O)Nc1ccccc1
19) O=C(Nc1cccc(S(=O)(=O)N2CCCCCC2)c1)C1CCN(C(=O)c2ccc(Cl)cc2)CC1
20) CCCC1=Nc2cc(C(=O)N3CCC(C(=O)OCC)CC3)ccc2Sc2ccccc21
21) O=C(COC(=O)CN1C(=O)c2ccccc2C1=O)Nc1ccccc1
22) O=C(NC(=S)N1CCCCC1CO)C12CC3CC(CC(C3)C1)C2 (configuration not stated)
23) C=CCn1c(=O)/c(=C\c2ccccn2)s/c1=C(/C#N)C(=O)NCC1CCCO1 (configuration not stated)
24) O=C(CN1CCN(Cc2ccccc2)CC1)N/N=C\C=C/c1ccco1

Compound	17	18	19	20	21	22	23	24
Keap1 Nrf2 FP	·	0.0	-0.6	2.6	-4.5	-3.6	-17.0	2.4
Pemphigus Ab inh	94.4	·	106.0	97.0	108.1	101.3	121.1	100.7
CAL PDZ FP-1	·	1.6	-2.3	-2.8	-0.3	0.2	·	-0.6
C-LANA FP	·	-0.2	-0.9	0.5	-2.5	-0.7	20.3	-0.3
RTF Ca sens inh	·	-2.9	-17.3	-6.8	-1.9	-8.2	-6.9	14.2
Arr AP2 block	·	53.6	-2.4	2.1	-12.7	4.9	-10.5	2.0
NSD2 inh	0.5	2.1	3.0	6.5	-1.4	-0.7	-1.9	4.2
V-ATPase pHluor	-0.1	-20.3	2.7	-3.1	-0.6	0.2	1.7	6.1
DAGLB inhibitor	-3.3	1.3	-1.5	-3.1	1.0	-0.4	-3.5	-0.8
CAL PDZ FP-2	·	1.5	-1.3	-3.2	-1.1	-1.7	-2.9	-0.3

Compounds shown so far containing a Cl atom, in the order listed:
4) CCCC1=C(C(=O)OCC)C(c2cc(Cl)cc(OC)c2OCc2ccccc2)NC(=O)N1 (configuration not stated)
17) COCC1CCN(C(=O)c2cc(COc3ccc(F)cc3Cl)on2)C1 (configuration not stated)
19) O=C(Nc1cccc(S(=O)(=O)N2CCCCCC2)c1)C1CCN(C(=O)c2ccc(Cl)cc2)CC1

Compound	4	17	19
Keap1 Nrf2 FP	-1.1	·	-0.6
Pemphigus Ab inh	101.5	94.4	106.0
CAL PDZ FP-1	-3.4	·	-2.3
C-LANA FP	0.0	·	-0.9
RTF Ca sens inh	1.4	·	-17.3
Arr AP2 block	3.7	·	-2.4
NSD2 inh	3.5	0.5	3.0
V-ATPase pHluor	2.0	-0.1	2.7
DAGLB inhibitor	3.7	-3.3	-1.5
CAL PDZ FP-2	-3.1	·	-1.3

(continued)
25) Cc1cc(C)cc(N(CCC#N)C(=O)COC(=O)c2ccccc2SCC(=O)N2CCCC2)c1
26) O=c1cnc(-c2ccc(Cl)cc2)cn1O
27) O=C(CSc1nnc(CNC(=O)c2c(F)cccc2F)o1)NCc1ccccc1
28) CCOC(=O)c1c(NC(=O)C(C)Sc2c[nH]c3ccccc23)sc2c1CCC2 (configuration not stated)
29) CCCCCNC(=O)c1ccc2c(=O)n(CC3CCCO3)c(=S)[nH]c2c1 (configuration not stated)
30) CC1CC(C)CN(CCCNC(=O)COc2cc(=O)n(C)c3ccccc23)C1 (configuration not stated)
31) CC(C)c1onc(C(=O)NCc2ccc(Cl)cc2)c1[N+](=O)[O-]
32) COC(=O)[C@H](Cc1ccccc1)NC(=O)N1CCC(C)CC1

Compound	25	26	27	28	29	30	31	32
Keap1 Nrf2 FP	-4.3	-0.5	-6.6	-1.1	-3.1	-2.3	-0.7	-2.6
Pemphigus Ab inh	111.7	108.6	·	89.7	114.5	·	95.9	101.7
CAL PDZ FP-1	-0.8	-1.9	-2.4	0.1	0.0	0.5	-1.2	0.6
C-LANA FP	-0.5	0.9	0.1	-1.6	0.1	1.5	0.4	2.8
RTF Ca sens inh	-7.0	-2.3	-8.7	-2.0	-4.1	-7.8	-5.8	-1.4
Arr AP2 block	10.9	1.8	-17.2	23.5	2.1	0.4	-11.3	37.4
NSD2 inh	-2.1	0.0	-1.0	·	-1.2	0.1	-1.6	0.6
V-ATPase pHluor	-5.7	1.3	-1.0	5.4	8.0	2.8	-1.5	10.5
DAGLB inhibitor	-1.1	-0.6	-0.1	-10.8	-0.7	3.0	-3.7	0.7
CAL PDZ FP-2	-5.7	-0.2	-3.4	·	1.8	2.8	-2.4	-4.6

33) Brc1ccccc1OCCCCn1cnc2ccccc21
34) COc1cccc(NC(=O)Nc2ccc3nsnc3c2)c1
35) CCOc1ccc(S(=O)(=O)N2CCN(Cc3ccc4c(c3)OCO4)CC2)cc1C
36) CCCCCN(C(=O)CCC(=O)OCCOc1ccc(OC)cc1)c1c(N)n(CCCC)c(=O)[nH]c1=O
37) CCOC(=O)c1ccc[n+](CC(=O)c2ccc(NC(=O)c3ccccc3)cc2)c1
38) COc1ccc(/C=C2\SC(N3CCCCC3)=NC2=O)cc1OC
39) CCOc1ccccc1NC(=O)CSC1=NN2CCCC(=O)N=C2S1
40) COc1cc(OC)c(C2C(C(=O)O)c3ccccc3C(=O)N2C)cc1OC (configuration not stated)
41) O=[N+]([O-])c1ccc2cn[nH]c2c1
42) CC(C)CCNC(=O)Cn1c(=O)oc2cc(S(=O)(=O)N3CC(C)CC(C)C3)ccc21 (configuration not stated)

Compound	33	34	35	36	37	38	39	40	41	42
Keap1 Nrf2 FP	1.4	-6.9	-1.8	-1.7	-2.9	-6.7	-2.8	-2.3	-4.4	-1.3
Pemphigus Ab inh	118.2	118.0	85.4	97.2	110.3	95.5	·	89.7	42.6*	99.7
CAL PDZ FP-1	-1.8	-6.2	-2.7	-1.8	-1.6	-0.3	-2.0	-1.4	0.1	-1.5
C-LANA FP	0.2	2.8	-0.1	0.8	-1.7	-0.4	0.0	1.2	-2.6	-0.8
RTF Ca sens inh	0.8	3.2	6.5	1.6	-11.1	-14.4	-1.8	2.4	-3.5	-1.7
Arr AP2 block	-17.1	-5.9	10.3	-22.2	6.2	5.5	-5.0	-3.7	6.7	0.5
NSD2 inh	-0.3	·	-3.8	·	-2.3	-2.3	-4.1	-5.7	·	·
V-ATPase pHluor	1.0	3.2	1.0	-0.1	-2.5	-5.7	-5.8	-3.0	-0.1	-1.1
DAGLB inhibitor	-8.2	-2.4	-6.7	2.9	-0.3	1.1	-1.2	-3.7	4.0	-0.9
CAL PDZ FP-2	-8.7	-8.4	2.0	-3.9	-1.3	-9.7	-5.6	-0.7	-2.9	-0.5
